3CLpro inhibitor: SARS-CoV 3CLpro protease inhibition; P0C6X7; recombinant SARS-CoV 3CLpro, quenched FRET peptide cleavage; inhibition, % at 6 µM; actives 0.14% (n = 290,000); in the data active = inhibition above about 12%
Y pestis TopoI: inhibitors of Yersinia pestis topoisomerase I; Y. pestis Topo-I cleavage product accumulation, plate reader; activity, % at 10 µM; actives 0.064% (n = 360,000); AID 504884; in the data active = activity above about 50%, passing the limit was not always enough; also: inactives centre near 2
Rv3671c inh: inhibitors of M. tuberculosis serine protease Rv3671c; actives 0.048% (n = 320,000); inhibition, % at 5.96 µM; P9WHR9; in the data active = inhibition above about 38%;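 also: extracellular domain of Rv3671c used as enzyme; 0% = enzyme with DMSO and 100% = no enzyme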
Vc quorum ag: quorum light induction in luxS cqsA deficient V. cholerae; V. cholerae BH1578 lux reporter, luminescence, 6 h; activation, % at 18.7 µM; actives 0.16% (n = 350,000); AID 588436; in the data active = activation mostly above about 9.7%, no sharp cut-off; also: not every result past the cut was called active; inactives centre near 0; reference of the scale not given here
MazF activator: activators of E. coli MazEF toxin-antitoxin RNase; FAM/BHQ RNA-DNA oligo cleavage fluorescence, 5 h; activation, % at 20 µM; actives 0.32% (n = 350,000); in the data active = activation above about 50%
Target sequence (P0AE70 whole entry, looked up): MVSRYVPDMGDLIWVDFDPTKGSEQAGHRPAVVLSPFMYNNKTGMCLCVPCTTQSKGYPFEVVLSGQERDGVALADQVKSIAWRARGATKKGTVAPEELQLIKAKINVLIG
TcdB inh: TcdB glycohydrolase inhibition; TcdB glycohydrolase enzymatic assay, plate reader; inhibition, % at 9.99 µM; actives 0.24% (n = 350,000); AID 652162; in the data active = inhibition above about 10%
Anthrax LF prot: blocks Bacillus anthracis lethal factor protease | P15917 | multiplex microsphere protease cleavage assay, LF | inhibition, % at 10 µM | actives 0.12% (n = 360,000) | AID 588501; in the data active = inhibition above about 30%; also: plate controls were buffer without enzyme for full effect and enzyme alone for no effect
Target sequence (P15917 whole entry, looked up): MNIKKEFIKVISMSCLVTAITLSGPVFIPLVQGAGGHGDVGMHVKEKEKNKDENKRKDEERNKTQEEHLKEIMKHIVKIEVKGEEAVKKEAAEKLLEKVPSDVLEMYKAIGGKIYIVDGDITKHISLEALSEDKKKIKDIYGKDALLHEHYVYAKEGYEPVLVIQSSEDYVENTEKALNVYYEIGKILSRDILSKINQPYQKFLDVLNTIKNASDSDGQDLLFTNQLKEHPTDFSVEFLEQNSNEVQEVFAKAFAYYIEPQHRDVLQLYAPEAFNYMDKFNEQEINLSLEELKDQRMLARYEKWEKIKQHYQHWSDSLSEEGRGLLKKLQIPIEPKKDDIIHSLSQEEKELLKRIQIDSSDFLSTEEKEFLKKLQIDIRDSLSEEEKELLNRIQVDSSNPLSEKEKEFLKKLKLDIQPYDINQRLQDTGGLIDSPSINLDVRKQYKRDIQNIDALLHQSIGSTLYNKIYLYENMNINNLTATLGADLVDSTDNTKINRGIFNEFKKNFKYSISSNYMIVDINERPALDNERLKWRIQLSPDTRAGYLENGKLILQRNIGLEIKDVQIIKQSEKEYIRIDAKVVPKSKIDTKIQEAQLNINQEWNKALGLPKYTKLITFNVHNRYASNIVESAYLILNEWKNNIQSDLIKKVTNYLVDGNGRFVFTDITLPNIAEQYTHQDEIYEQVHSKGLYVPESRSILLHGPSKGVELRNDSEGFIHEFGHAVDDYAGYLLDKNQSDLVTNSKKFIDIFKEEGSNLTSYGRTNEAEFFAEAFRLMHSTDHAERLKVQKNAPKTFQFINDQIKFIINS
PfHsp40 yeast: restores yeast growth despite PfHsp40 toxicity | AID 504582 | actives 0.68% (n = 340,000) | growth rescue, % at 12.5 µM | S. cerevisiae expressing PfHsp40, growth rescue, ATP luminescence; in the data active = growth rescue above about 28%, passing the limit was not always enough;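 also: yeast W303a lacking pdr1 and pdr3 grown in galactose medium; growth measured after three days at 30 °C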
SSB-PriA inh: blocks PriA binding to SSB C-terminal tail; AlphaScreen SSBct-PriA binding, biotinylated peptide; inhibition, % at 33 µM; actives 0.6% (n = 430,000); in the data active = inhibition mostly above about 37%, no sharp cut-off; inactive = mostly below about 20%;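 also: plate controls were negative control peptide for no effect and reference peptide for full effect; strong numbers were not always called active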
DUSP3 inh: DUSP3 (human) phosphatase inhibition; P51452; recombinant VHR phosphatase, pNPP absorbance; AID 1654; inhibition, % at 13.3 µM; actives 0.52% (n = 290,000); in the data active = inhibition above about 50%; also: some compounds called inactive have numbers as strong as hits
Target sequence (P51452 whole entry, looked up): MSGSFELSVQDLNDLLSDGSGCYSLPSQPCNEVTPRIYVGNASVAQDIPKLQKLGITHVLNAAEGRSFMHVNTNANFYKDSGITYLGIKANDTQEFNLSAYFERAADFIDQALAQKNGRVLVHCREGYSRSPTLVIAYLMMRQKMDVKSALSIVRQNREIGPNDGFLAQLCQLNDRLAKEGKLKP
The depositor's hits bear a star; i = inactive; · = no result given; & = joins results of further samples. Not all compounds are listed, so the mix of outcomes need not match the whole.

1: CC(C)(C)OC(=O)N1CCc2onc(-c3ccc(N)cc3)c2C1=O
2: COc1ccc(OC)c(NC(=O)c2ccccc2N(Cc2ccccc2)S(C)(=O)=O)c1
3: COc1cc(OC)cc(C(=O)NC2CC(C)(C)NC(C)(C)C2)c1
4: COc1ccc(C(C(=O)NC2CCCC2)N(CCN2CCOCC2)C(=O)c2ccc(OC)c(OC)c2)cc1 (stereo unspecified)
5: NS(=O)(=O)c1ccc(NC(=O)C2(c3ccccc3)CCCC2)cc1
6: COc1ccc(C(=O)N2c3cc4c(cc3C(C)=CC2(C)C)OCO4)cc1
7: CN1CCN(CC(=O)Nc2cc(S(=O)(=O)N3CCOCC3)ccc2Cl)CC1
8: CCCCc1nc(C(N)=O)c2[nH]c(=O)n(-c3ccc(OCC)cc3)c2n1

Assay by compound,1,2,3,4,5,6,7,8
3CLpro inhibitor,·,-1,2,0,-1,5,·,2
Y pestis TopoI,3,30,-4,-2,11,27,-4,10
Rv3671c inh,·,5,0,-7,-3,·,-3,2
Vc quorum ag,-0.2,i,0.9,-2.0,i,i,i,-0.3
MazF activator,4,1,2,-2,13,5,-8,1
TcdB inh,1.0,3.4,-0.4,·,2.0,·,1.3,0.0
Anthrax LF prot,-8,3,·,-3,1,-6,6,-1
PfHsp40 yeast,·,1.2,-1.0,0.1,0.3,17&2.2,-0.1,0.6
SSB-PriA inh,·,-1,0,0,-5,32,-1,-1
DUSP3 inh,·,-3,-4,-6,6,18,·,7

9: CC1CN(c2nc3ccccn3c(=O)c2/C=C(\C#N)S(=O)(=O)c2ccccc2)CC(C)O1 (stereo unspecified)
10: COc1ccccc1C(=O)NCCC(=O)NCC(c1ccccc1OC)N1CCCC1 (stereo unspecified)
11: N#CC(c1ccccc1)N1CCOCC1 (stereo unspecified)
12: COc1ccc(CNC(=O)c2cnc3n(c2=O)CCS3)cc1
13: N#Cc1ccc(/C=C2\CCn3c2nc2cc(C(=O)O)ccc2c3=O)cc1
14: N#CCC(=O)N/N=C\c1ccc(OC/C=C/c2ccccc2)cc1
15: CC1CCCCN1S(=O)(=O)c1ccc(C(=O)Nc2nnc(C3=COCCO3)o2)cc1 (stereo unspecified)
16: Cc1cc(-c2ccccc2)[nH]c(=O)c1S(=O)(=O)c1ccc(Cl)cc1

Assay by compound,9,10,11,12,13,14,15,16
3CLpro inhibitor,2,·,2,-1,1,2,3,1
Y pestis TopoI,6,8,1,6,5,18,2,-6
Rv3671c inh,-2,5,-3,0,3,-23,-14,-2
Vc quorum ag,-0.4,0.9,-0.5,-0.2,-0.2,-3.6,-0.2,i
MazF activator,0,1,3,4,3,-5,3,-13
TcdB inh,·,0.9,1.3,0.1,0.7,0.1,1.4,·
Anthrax LF prot,1,-4,4,0,-3,-4,2,-12
PfHsp40 yeast,13,-1.7,-0.4,-0.8,1.2,-0.9,-1.4,-0.7
SSB-PriA inh,-14,1,2,1&-30,-18,·,17&-8,-9
DUSP3 inh,21,·,18,-14,-36,27,10,10

Complete entries as entered above. Order of values: 3CLpro inhibitor | Y pestis TopoI | Rv3671c inh | Vc quorum ag | MazF activator | TcdB inh | Anthrax LF prot | PfHsp40 yeast | SSB-PriA inh | DUSP3 inh
Cc1cc(-c2ccccc2)[nH]c(=O)c1S(=O)(=O)c1ccc(Cl)cc1 as listed: 1 | -6 | -2 | i | -13 | · | -12 | -0.7 | -9 | 10
COc1ccc(CNC(=O)c2cnc3n(c2=O)CCS3)cc1 as listed: -1 | 6 | 0 | -0.2 | 4 | 0.1 | 0 | -0.8 | 1&-30 | -14

The list continues.
17: C=C(C)Cn1c2ccc(NC(=O)NCc3ccc(F)cc3)cc2c(=O)n1C
18: Cc1ccc2sc(-c3ccc(NC(=O)CCN4C(=O)c5ccccc5C4=O)cc3)nc2c1
19: CC1(C(=O)Nc2ccc3c(c2)OCCO3)CCN1C(=O)C1(c2ccc(Cl)cc2)CC1 (stereo unspecified)
20: Cc1ccc(C2=NN(C)c3nc4ccccc4n3C2)cc1
21: NC1=Nc2cccc3cccc1c23
22: CCCCNc1cc(=O)n(C)c(=O)n1C
23: CC1(C)c2ccccc2N(CC(N)=O)C12C=Cc1ccccc1O2 (stereo unspecified)
24: COc1ccc(C(=O)/C=C/Nc2cccc(C)n2)cc1OC

Assay by compound,17,18,19,20,21,22,23,24
3CLpro inhibitor,·,2,·,-1,-4,0,-3,-3
Y pestis TopoI,1,·,27,20,-16,0,2,22
Rv3671c inh,·,-10,·,-19,-21,-3,-17,-9
Vc quorum ag,0.4,·,i,i,-0.1,2.8,i,·
MazF activator,·,·,·,9,4,-5,-8,0
TcdB inh,1.1,1.4,1.2,·,2.3,·,2.6,·
Anthrax LF prot,-4,·,-2,3,2,-10,4,0
PfHsp40 yeast,·,·,·,-1.2,-1.3,-0.1,0.6,3.1
SSB-PriA inh,·,·,·,-48,34,-13,1,·
DUSP3 inh,·,54*,·,33,11,37,21,-4

Brought forward from above: 4 compounds, followed by the next part.
21: NC1=Nc2cccc3cccc1c23
22: CCCCNc1cc(=O)n(C)c(=O)n1C
23: CC1(C)c2ccccc2N(CC(N)=O)C12C=Cc1ccccc1O2 (stereo unspecified)
24: COc1ccc(C(=O)/C=C/Nc2cccc(C)n2)cc1OC
25: CCCN(CCC)C1Cc2cc(OC)c(OC)cc2C1
26: CC(=O)Nc1ccccc1O
27: O=S(=O)(c1ccc(Cl)s1)N1CCCCC1
28: COc1ccc(CC(NC(C)=O)C(=O)NC2CCN(C(=O)Nc3ccc(C#N)cc3)CC2)cc1OC (stereo unspecified)
29: Cc1cc(NC(=O)/C=C/C(=O)N(CC(=O)NC2CCCC2)c2cccc3ccccc23)no1
30: CCCCC(CC)C(=O)Nc1ccccc1C#N (stereo unspecified)
31: Cc1ccc(C(=O)c2ccc(N3CCOCC3)c(F)c2)cc1
32: CCOC(=O)CNC(=O)CCNS(=O)(=O)c1ccc2c(c1)c(=O)n(C)c(=O)n2C

Assay by compound,21,22,23,24,25,26,27,28,29,30,31,32
3CLpro inhibitor,-4,0,-3,-3,·,-3,-1,4,4,0,3,2
Y pestis TopoI,-16,0,2,22,2,1,-11,-6,-5,-9,-6,-6
Rv3671c inh,-21,-3,-17,-9,-6,-4,4,11,-6,1,4,-3
Vc quorum ag,-0.1,2.8,i,·,0.8,i,i,-0.3,2.1,-0.1,i,-10
MazF activator,4,-5,-8,0,8,7,5,-6,6,-10,0,3
TcdB inh,2.3,·,2.6,·,0.6,20*,1.2,2.6,0.3,·,·,·
Anthrax LF prot,2,-10,4,0,-3,4,1,0,-1,-4,-3,0
PfHsp40 yeast,-1.3,-0.1,0.6,3.1,-0.4,1.1,-1.8,-0.7,0.1,0.5,-0.1,-2.1
SSB-PriA inh,34,-13,1,·,1,-2,-13,-4,-4,-22,-20,-10
DUSP3 inh,11,37,21,-4,·,9,-1,-6,-13,13,-1,29

33: COc1ccc(OC)c(NC(=O)Nc2ccc(Cl)cc2)c1
34: Cc1cc(/C=N/NC(=O)c2ccc(CN3CCOCC3)cc2)c(C)n1-c1ccccc1
35: Cc1ccccc1NC(=O)c1cc(S(=O)(=O)N2CCOCC2)cs1
36: CC(=O)c1cccc(NC(=O)N2CCc3ccccc3C2)c1
37: Cc1ccc(CN(C(=O)N2CCN(C)CC2)S(=O)(=O)c2ccc(C)cc2)cc1
38: O=S(=O)(c1ccc(Cl)cc1)N1CCN(C(=S)Nc2ccc(F)c(Cl)c2)CC1
39: Cc1ccc(CSc2nnc(CNc3ccc(F)cc3)o2)cc1
40: CC(=O)Nc1cccc(-c2nn[nH]n2)c1

Assay by compound,33,34,35,36,37,38,39,40
3CLpro inhibitor,1,-11,-1,0,·,1,6,2
Y pestis TopoI,-5,-1,2,14,8,4,16,-3
Rv3671c inh,19,9,4,1,10,-3,2,0
Vc quorum ag,i,-2.8,0.6,-0.3,-1.4,-0.2,0.4,-0.5
MazF activator,5,0,11,8,5,9,-1,-1
TcdB inh,·,·,·,·,1.1,·,-1.7,1.7
Anthrax LF prot,0,0,-3,2,2,1,-2,-3
PfHsp40 yeast,2.0,-1.2,-0.3,0.9,-0.9,3.5,13,-0.7
SSB-PriA inh,16,·,-17,-2,-6,-4,-17,-6
DUSP3 inh,14,-8,18,4,·,-4,12,19

41: CN(C)c1ccc(N/C=C/C(=O)c2ccco2)cc1
42: O=C(NNC(=S)Nc1ccc(Cl)cc1Cl)c1ccncc1
43: O=C(Cc1ccc(S(=O)(=O)N2CCOCC2)s1)Nc1ccccc1N1CCOCC1
44: CC(C)COCC(O)CC(Cc1ccccc1)C(=O)NN (stereo unspecified)
45: O=[N+]([O-])c1cc(S(=O)(=O)N2CCOCC2)ccc1N1CCNCC1
46: CC(=O)c1ccc(S(=O)(=O)NC2CCSc3ccccc32)cc1 (stereo unspecified)
47: CC(C)c1c(O)nc(SCCOc2ccc(Cl)cc2)[nH]c1=O
48: O=C(Nc1ccc(F)cc1F)c1cc2nc3c(c(C(F)(F)F)n2n1)CCCC3

Assay by compound,41,42,43,44,45,46,47,48
3CLpro inhibitor,4,2,2,1,·,-2,3,4
Y pestis TopoI,1,-1,4,18,-6,11,-8,1
Rv3671c inh,-85,6,2,7,·,1,14,-5
Vc quorum ag,i,-3.6,0.2,-0.5,-2.9,-0.2,i,-0.6
MazF activator,-1,-10,1,10,9,-20,7,-3
TcdB inh,·,-2.6,0.0,-0.9,-0.1,0.5,-1.5,·
Anthrax LF prot,-10,-1,-5,-4,-6,-1,0,1
PfHsp40 yeast,-1.1,2.6,-0.2,0.5,11,-0.1,-0.5,0.8
SSB-PriA inh,-3,3,-12,-2,11,-4,-15,-15
DUSP3 inh,-6,5,32,14,·,36,13,12

49: CN(C)C(CNC(=O)c1cc(-c2ccco2)nc2ccccc12)c1ccccc1 (stereo unspecified)
50: COCCNc1ccc(-c2n[nH]c(=O)c3ccccc23)cc1[N+](=O)[O-]
51: Cc1ccc(C(C)NC(=S)NCc2ccc(F)cc2)cc1C (stereo unspecified)
52: Cn1cc(C(=O)c2cccc(Cl)c2)cc1C#N
53: O=S(=O)(Nc1cc(S(=O)(=O)N2CCOCC2)ccc1N1CCOCC1)c1ccc2c(c1)OCCO2
54: COc1ccc(/C=C(\C#N)C(=O)c2cccn2C)cc1
55: O=C(NCCSSCCNC(=O)c1ccccc1)c1ccccc1
56: CCN1CCN(c2ncnc3c2cnn3-c2ccccc2)CC1

Assay by compound,49,50,51,52,53,54,55,56
3CLpro inhibitor,·,0,4,-1,-1,-1,·,-2
Y pestis TopoI,-8,-3,12,12,-11,11,-5,3
Rv3671c inh,0,-3,4,0,-5,0,·,-5
Vc quorum ag,i,-8.3,-1.1,0.0,-0.2,-0.8,·,-0.2
MazF activator,-7,6,-1,11,1,2,5,3
TcdB inh,1.3,2.1,-1.5,0.9,1.4,1.2,0.1,-0.3
Anthrax LF prot,-8,-4,-2,-7,-8,-6,-3,-6
PfHsp40 yeast,0.2,-0.3,11,-0.9,0.4,-1.7,1.6,-0.4
SSB-PriA inh,-10,0,-29,-12,-4,-2,-7,-13
DUSP3 inh,·,27,14,9,2,21,·,46

57: O=C(CCCN1C(=O)S/C(=C\c2ccccc2)C1=O)NNC(=O)c1ccccc1O
58: O=C(COC(=O)c1cc(S(=O)(=O)N2CCOCC2)ccc1Cl)Nc1ccc2c(c1)OCO2
59: O=C(COCc1cc(-c2ccco2)on1)NC1CCCCC1
60: CC(NS(=O)(=O)c1ccc(CCC(=O)NCc2ccco2)cc1)c1ccccc1 (stereo unspecified)
61: Cc1ccnc(NCc2cccc3ccccc23)c1
62: CC(c1ccccc1)N(CC(=O)NC1CCCCC1)S(=O)(=O)c1cccc(C(F)(F)F)c1 (stereo unspecified)

Assay by compound,57,58,59,60,61,62
3CLpro inhibitor,4,-3,-7,1,5,5
Y pestis TopoI,-7,15,2,1,18,15
Rv3671c inh,5,4,-12,-7,0,4
Vc quorum ag,-0.1,-0.2,i,-3.4,i,-0.2
MazF activator,5,2,6,-2,3,1
TcdB inh,1.0,·,1.4,·,-6.6,0.9
Anthrax LF prot,-2,2,1,-2,15,-2
PfHsp40 yeast,1.2,-0.5,-1.1,0.2,-0.6,8.4
SSB-PriA inh,-10,8,-9,-1,-9,9
DUSP3 inh,-7,-15,24,1,8,-16

Compound activity from PubChem BioAssay.
